APJ antag: blocks the human apelin receptor APJ. 330,000 compounds, 0.32% hits. P35414. AID 2521. CHO-K1 APJ beta-arrestin complementation, luminescence. inhibition, % at 20 µM;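 active means inhibition above about 40% at 20 µM, limit read from the data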;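 further: cells challenged with 10 nM apelin-13 agonist together with compound; plate controls were apelin-13 plus DMSO wells for no effect and DMSO wells lacking apelin-13 for full effect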
Target sequence (P35414 whole entry, looked up): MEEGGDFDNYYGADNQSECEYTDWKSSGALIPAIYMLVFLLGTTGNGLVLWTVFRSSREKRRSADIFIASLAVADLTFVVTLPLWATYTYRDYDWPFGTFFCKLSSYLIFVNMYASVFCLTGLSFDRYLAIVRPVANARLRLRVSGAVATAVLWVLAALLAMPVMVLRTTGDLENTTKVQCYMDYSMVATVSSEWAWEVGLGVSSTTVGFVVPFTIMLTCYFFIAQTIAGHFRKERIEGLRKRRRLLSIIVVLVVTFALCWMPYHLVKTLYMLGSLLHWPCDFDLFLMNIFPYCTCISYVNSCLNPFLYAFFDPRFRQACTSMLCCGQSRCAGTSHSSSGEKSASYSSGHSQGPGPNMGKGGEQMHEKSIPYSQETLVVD
UPR XBP1 act: activators of adaptive arm of unfolded protein response (XBP1); activation, % at 20 µM; CHO-XBP1 luciferase reporter, IRE1-XBP1 UPR activation, luminescence; percent of tunicamycin response, DMSO as zero; AID 463104; 330,000 compounds, 0.33% hits;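 active means versus positive control, 20 µM dose yields 30% or more activation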;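 further: 100% = tunicamycin at 10 µg/mL and 0% = DMSO only wells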
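Material: CHO-XBP1 cells stably carrying IRE1-XBP1-driven luciferase reporter / Amount: 1000 cells per well / Compound: 20 µM, 1% DMSO / Times: 6 h treatment, 37 °C / Detection: luciferase luminescence / Measure: % activation of reporter signal versus tunicamycin and DMSO controls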
tim23-1 inh: inhibits growth of tim23-1 mutant yeast | S. cerevisiae tim23-1 growth, BacTiter-Glo luminescence, 24 h | inhibition, % at 20 µM | 330,000 compounds, 1.3% hits | AID 463212;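 active means growth inhibition of the mutant yeast at or above 50%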;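 further: temperature-sensitive mutant grown at 25 °C; plate controls were DMSO-treated mutant yeast for no effect and medium wells lacking yeast for full effect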
UPR CHOP act: apoptotic UPR (CHOP) activation. CHO-CHOP luciferase reporter, luminescence; percent of tunicamycin response over DMSO baseline. activation, % at 10 µM. 330,000 compounds, 0.34% hits;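 active means at 10 µM dose, activation of 40% or more, normalized to positive control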;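 further: 100% = tunicamycin at 10 µg/mL and 0% = DMSO alone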
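System: CHO CHOP reporter cells. Amount: 500 cells per well. Buffer or medium: F12 medium, 10% FBS. Compound dosing: one dose, 10 µM in 0.5% DMSO. Incubation: 6 h compound exposure at 37 °C after overnight seeding. Technique: Steady-Glo luciferase luminescence. Benchmarks: tunicamycin and DMSO controls.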
APJ ag: agonists of human APJ apelin receptor; P35414; CHO-K1 APJ PathHunter beta-arrestin, luminescence; 0% DMSO wells, 100% apelin; activation, % at 20 µM; 330,000 compounds, 0.11% hits; AID 2520;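 active means activation more than six SD over the plate average, tested at 20 µM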;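 further: 0% = DMSO alone and 100% = apelin-13 at 10 nM; some results filed as inactive read as strong as hits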
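Assay system: engineered CHO-K1 APJ arrestin reporter cells; Amount: 1000 CHO-K1 reporter cells seeded per well; Dosing: one dose, 20 µM compound, 1% DMSO; Times: compound stimulation 90 min at 25 °C, detection 60 min; Measured by: luminescent beta-gal fragment complementation, chemiluminescent substrate; Read-out: APJ–arrestin association signal; Controls: DMSO vs Apelin-13 10 nM.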
Jurkat NFkB inh: lowers PMA/ionomycin-induced NF-kB signal in Jurkat cells. PMA/ionomycin-induced NF-kB luciferase reporter, luminescence. inhibition, % at 4 µM. 330,000 compounds, 0.53% hits; in the data active means inhibition above about 50%
697 NFkB inh: lowers PMA/ionomycin-induced NF-kB signal in 697 B cells. 697 B-cell NF-kB luciferase reporter, 16 h. inhibition, % at 4 µM. 330,000 compounds, 0.33% hits; in the data active means inhibition above about 35%
Mdm2-MdmX inh: human Mdm2/MdmX binding inhibition | O15151+Q00987 | SaOS-2 split-luciferase Mdm2/MdmX complementation, luminescence | inhibition, % at 8 µM | 330,000 compounds, 3% hits | AID 485346;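 active means inhibition of at least 50% at 8 µM in the primary screen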
Numbers without * were called inactive. This is a random part of the collection; overall some 5% were active at least once.

| entry | SMILES | APJ ag | Jurkat NFkB inh | tim23-1 inh | Mdm2-MdmX inh | 697 NFkB inh | UPR CHOP act | APJ antag | UPR XBP1 act |
| --- | --- | --- | --- | --- | --- | --- | --- | --- | --- |
| 1 | Cc1nc(N2CCN(C(=O)CCC(=O)O)CC2)c2c(C)c(C)sc2n1 | -5 | 17 | 19 | 13 | 6 | 0.1 | 14 | -5 |
| 2 | O=C(Nc1cc(S(=O)(=O)N2CCOCC2)ccc1OCC(F)(F)F)C1=COCCO1 | -1 | 4 | 5 | -3 | -4 | 0.3 | 11 | -1 |
| 3 | COc1ccc(S(=O)(=O)N(CC(=O)Nc2ccccc2C(=O)N2CCOCC2)c2ccc(F)cc2)cc1 | 12 | -10 | 27 | 7 | -18 | 0.8 | -9 | -3 |
| 4 | NC(=O)c1cccc(S(=O)(=O)N2CC(c3ccccc3)CC2=O)c1 (centres undefined) | -1 | 0 | 5 | 8 | 1 | -0.8 | -20 | -4 |
| 5 | O=S(=O)(Nc1ccccn1)c1cccc(S(=O)(=O)c2ccc(Cl)cc2)c1 | 0 | -10 | 13 | -12 | 4 | 0.4 | 12 | 0 |
| 6 | CCCCCCn1cnc2c(c1=O)c1nc3ccccc3nc1n2Cc1cccs1 | -2 | -17 | 4 | 20 | 14 | -1.5 | 6 | -4 |
| 7 | N/C(=N\OC(=O)c1ccoc1)c1ccc(Br)cc1 | 43* | -147 | 81* | -46 | -148 | 8.0 | -163 | -3 |
| 8 | O=C(O)C1C2C=CC3(CN(Cc4ccco4)C(=O)C13)O2 (centres undefined) | 0 | 4 | 2 | -6 | 9 | -1.2 | 21 | 3 |
| 9 | O=C1Cc2ccccc2C(=O)N1CCc1ccccc1 | 0 | -2 | 18 | -2 | 0 | 2.6 | -95 | 6 |
| 10 | CC(C)Cn1ccc(=O)n(CC(C)C)c1=O | 3 | 2 | 10 | -13 | -7 | 4.0 | 5 | -1 |
| 11 | COc1ccc(C(=O)Nc2ccccc2C(=O)Nc2cccnc2)cc1 | -1 | -6 | 31 | -8 | -6 | 1.4 | -12 | 17 |
| 12 | CCC(C)Cn1c(S(=O)(=O)O)nc2ccccc21 (centres undefined) | -4 | 5 | -4 | 16 | 8 | 0.4 | 9 | -2 |
| 13 | COc1cc(C(=O)NCc2ccc(S(N)(=O)=O)cc2)ccc1OCC(=O)N1CCOCC1 | -4 | 1 | -7 | -11 | 18 | 2.7 | -45 | 0 |
| 14 | COc1ccc2cc3cc(C(=O)Nc4cc(OC)c(OC)c(OC)c4)oc3nc2c1 | 1 | 38 | -5 | 39 | 37* | 1.0 | -8 | 0 |
| 15 | CN(Cc1ccon1)Cc1cn(C)nc1-c1ccc2c(c1)OCCO2 | -4 | 13 | 8 | -4 | 0 | 0.8 | 24 | 2 |

New compounds follow:
| entry | SMILES | APJ ag | Jurkat NFkB inh | tim23-1 inh | Mdm2-MdmX inh | 697 NFkB inh | UPR CHOP act | APJ antag | UPR XBP1 act |
| --- | --- | --- | --- | --- | --- | --- | --- | --- | --- |
| 16 | C=CCNC(=O)c1ccccc1NC(=O)Nc1ccccc1 | -5 | -4 | 7 | 30 | 23 | 0.0 | 10 | -1 |
| 17 | CC(C)(C)NC(=O)c1ccc2c(c1)C(=O)N(Cc1ccco1)C2=O | -2 | -7 | 20 | -10 | -4 | 2.0 | 8 | -2 |
| 18 | O=C(CN1CCN(Cc2ccc(F)cc2)CC1)Nc1ccccc1F | -3 | 6 | 3 | 7 | 13 | 2.4 | -16 | -3 |
| 19 | O=c1[nH][nH]c(-c2ccccc2)c1C=Nc1ccccc1 | 5 | 2 | 27 | 15 | 13 | -1.7 | 2 | -1 |
| 20 | CCCCN(C(=O)C1CSC2(C)CCC(=O)N12)c1c(N)n(CC(C)C)c(=O)[nH]c1=O (centres undefined) | -4 | 15 | 4 | 7 | 19 | 0.3 | 15 | -2 |
| 21 | CN1CCC(N(C)S(=O)(=O)c2ccc(NC(=O)COc3ccc(F)cc3Cl)cc2)CC1 | 3 | -22 | 5 | 38 | 1 | 1.3 | 18 | -1 |
| 22 | CC(C)(C)OC(=O)NCc1ccc(CNC(=O)c2nc[nH]c2C(=O)N2CCN(C(=O)OC(C)(C)C)CC2)cc1 | 1 | 8 | 6 | 33 | -11 | -0.5 | -11 | -3 |
| 23 | CCCc1nc(SCC(=O)NNC(=O)C2CCCCC2)c2ccccc2n1 | -2 | 27 | 18 | 7 | 6 | -2.3 | 7 | -3 |
| 24 | CC(=O)c1c(C)[nH]c(C(=O)COC(=O)CN(C)S(=O)(=O)c2ccc(Cl)cc2)c1C | 3 | 7 | 28 | 3 | -14 | -3.4 | -14 | -2 |
| 25 | COc1ccccc1-c1nc2ccccc2nc1-c1ccccc1OC | -1 | 4 | 47 | 20 | -10 | 0.4 | 16 | 0 |
| 26 | Fc1ccccc1/C=N/n1c(C2CCCCC2)n[nH]c1=S | -5 | -32 | 65* | 13 | -3 | 0.3 | 9 | -1 |
| 27 | Cc1cc(NC(=O)Cn2cnc3c(cnn3C(C)(C)C)c2=O)no1 | -2 | 0 | 3 | -22 | 12 | -0.6 | 18 | -1 |
| 28 | C[n+]1ccc(/C=C/c2c[nH]c3ccc(F)cc23)cc1 | 0 | -1 | 3 | 48 | -9 | 0.1 | -12 | -4 |
| 29 | CC(C)(C)c1ccc(NC(=O)Nc2ccc3ccccc3n2)cc1 | -3 | 2 | 1 | 29 | 3 | 2.2 | 4 | 0 |
| 30 | OC(COc1ccc2ccccc2c1)CN1CCCC1 (centres undefined) | 3 | -34 | 13 | -31 | -8 | 1.7 | 12 | 2 |

More structures.
| entry | SMILES | APJ ag | Jurkat NFkB inh | tim23-1 inh | Mdm2-MdmX inh | 697 NFkB inh | UPR CHOP act | APJ antag | UPR XBP1 act |
| --- | --- | --- | --- | --- | --- | --- | --- | --- | --- |
| 31 | CC(=O)NC(N1CCCCC1)C(F)(F)C(F)(F)C(F)(F)C(F)F (centres undefined) | -1 | 4 | 13 | -12 | 4 | 0.0 | 0 | -1 |
| 32 | Cc1cccc(NS(=O)(=O)c2ccc(NC(=O)N3CCCCC3)cc2)c1 | 7 | 21 | -1 | 19 | -21 | -0.1 | -5 | -4 |
| 33 | CCOc1cccc(N2C(=O)CC(N3CCC(C(N)=O)(N4CCCCC4)CC3)C2=O)c1 (centres undefined) | -1 | -1 | 22 | -10 | 17 | 1.2 | 6 | -4 |
| 34 | COc1ccc(OCCOc2ccc(/C=C3\C(=N)N4N=C(C)SC4=NC3=O)cc2)cc1 | -7 | -24 | 5 | 14 | 25 | 9.8 | 6 | 3 |
| 35 | O=C1C=C(c2ccc3c(c2)OCCO3)C[C@@H](c2ccc(F)cc2)C1 | -3 | -15 | 51* | 8 | -8 | 1.5 | 1 | 2 |
| 36 | COc1ccc(CCNC(=O)C(=O)NCC2OCCCN2S(=O)(=O)c2cc(C)ccc2C)cc1 (centres undefined) | -1 | 14 | 10 | -8 | -17 | 8.8 | -6 | -3 |
| 37 | CC(C)(C)c1ccc(Cn2nnc3c(=O)[nH]c(C4CCN(C(=O)c5ccco5)CC4)nc32)cc1 | -1 | 4 | 17 | 38 | -19 | 3.0 | 5 | 9 |
| 38 | CCOc1ccc(OCCN2CCCCC2)cc1 | -2 | -9 | 0 | -2 | -10 | -0.1 | 4 | 0 |
| 39 | COc1ccc(S(=O)(=O)NCc2ccccn2)cc1Cl | -3 | 5 | 7 | 5 | 7 | 0.3 | -4 | 8 |
| 40 | COc1ccc(NS(=O)(=O)c2ccc(S(=O)(=O)N3CCOCC3)cc2)cc1 | -1 | 4 | 5 | 13 | 9 | 0.2 | 7 | -3 |
| 41 | COC(=O)c1ccccc1COn1c(=O)c(C)[n+]([O-])c2ccccc21 | -2 | -14 | 7 | 12 | -24 | -1.5 | 7 | -1 |
| 42 | COCCn1c(SCC(=O)NC2CCCC2)nc2ccccc2c1=O | 1 | 14 | 13 | 17 | 6 | 0.5 | 23 | -4 |
| 43 | Cc1ccc(Oc2ncccc2/C=N/O)cc1 | 1 | 2 | 3 | 31 | 6 | 0.3 | -9 | -3 |
| 44 | COc1ccc(/C=N\NC(=O)c2sc(N)nc2C)cc1OC | 6 | 6 | 41 | 10 | 35 | -0.8 | -11 | 3 |
| 45 | c1ccc(-c2ccc(OCCN3CCOCC3)cc2)cc1 | 2 | -42 | -34 | -20 | -41 | 5.5 | 10 | 1 |
| 46 | COc1ccc(C(c2oc(CO)cc(=O)c2O)c2oc(CO)cc(=O)c2O)cc1OC | 0 | -3 | -34 | -4 | -2 | 0.7 | -21 | 1 |
| 47 | CC(C)(C)OC(=O)C1C(=O)CC(C)(O)C(C(=O)OC(C)(C)C)C1c1ccco1 (centres undefined) | -5 | 0 | 31 | 5 | -1 | 2.2 | 1 | -1 |
| 48 | CC1CN(C(=O)/C=C/c2ccc(SC(F)F)cc2)CC(C)O1 (centres undefined) | -3 | 3 | 27 | 0 | 13 | 2.3 | 13 | 1 |

Part of the list above in a different format:
33) CCOc1cccc(N2C(=O)CC(N3CCC(C(N)=O)(N4CCCCC4)CC3)C2=O)c1 (centres undefined)
34) COc1ccc(OCCOc2ccc(/C=C3\C(=N)N4N=C(C)SC4=NC3=O)cc2)cc1
35) O=C1C=C(c2ccc3c(c2)OCCO3)C[C@@H](c2ccc(F)cc2)C1
36) COc1ccc(CCNC(=O)C(=O)NCC2OCCCN2S(=O)(=O)c2cc(C)ccc2C)cc1 (centres undefined)
37) CC(C)(C)c1ccc(Cn2nnc3c(=O)[nH]c(C4CCN(C(=O)c5ccco5)CC4)nc32)cc1
38) CCOc1ccc(OCCN2CCCCC2)cc1
39) COc1ccc(S(=O)(=O)NCc2ccccn2)cc1Cl
40) COc1ccc(NS(=O)(=O)c2ccc(S(=O)(=O)N3CCOCC3)cc2)cc1
Screen / compound no.,33,34,35,36,37,38,39,40
APJ ag,-1,-7,-3,-1,-1,-2,-3,-1
Jurkat NFkB inh,-1,-24,-15,14,4,-9,5,4
tim23-1 inh,22,5,51*,10,17,0,7,5
Mdm2-MdmX inh,-10,14,8,-8,38,-2,5,13
697 NFkB inh,17,25,-8,-17,-19,-10,7,9
UPR CHOP act,1.2,9.8,1.5,8.8,3.0,-0.1,0.3,0.2
APJ antag,6,6,1,-6,5,4,-4,7
UPR XBP1 act,-4,3,2,-3,9,0,8,-3

41) COC(=O)c1ccccc1COn1c(=O)c(C)[n+]([O-])c2ccccc21
42) COCCn1c(SCC(=O)NC2CCCC2)nc2ccccc2c1=O
43) Cc1ccc(Oc2ncccc2/C=N/O)cc1
44) COc1ccc(/C=N\NC(=O)c2sc(N)nc2C)cc1OC
45) c1ccc(-c2ccc(OCCN3CCOCC3)cc2)cc1
46) COc1ccc(C(c2oc(CO)cc(=O)c2O)c2oc(CO)cc(=O)c2O)cc1OC
47) CC(C)(C)OC(=O)C1C(=O)CC(C)(O)C(C(=O)OC(C)(C)C)C1c1ccco1 (centres undefined)
48) CC1CN(C(=O)/C=C/c2ccc(SC(F)F)cc2)CC(C)O1 (centres undefined)
Screen / compound no.,41,42,43,44,45,46,47,48
APJ ag,-2,1,1,6,2,0,-5,-3
Jurkat NFkB inh,-14,14,2,6,-42,-3,0,3
tim23-1 inh,7,13,3,41,-34,-34,31,27
Mdm2-MdmX inh,12,17,31,10,-20,-4,5,0
697 NFkB inh,-24,6,6,35,-41,-2,-1,13
UPR CHOP act,-1.5,0.5,0.3,-0.8,5.5,0.7,2.2,2.3
APJ antag,7,23,-9,-11,10,-21,1,13
UPR XBP1 act,-1,-4,-3,3,1,1,-1,1

High-throughput results from PubChem.
